# N370S GC: qHTS Assay for Inhibitors and Activators of N370S glucocerebrosidase as a Potential Chaperone Treatment of Gaucher Disease; AID 2101, 2009; N370S GC spleen homogenate, 4MU-glucoside fluorescence; Lysosomal acid glucosylceramidase (Homo sapiens), P04062; actives 0.092% (n = 330,000); Potency, µM (top dose mostly 59.4 µM), inactives show at the highest dose activity change, negative = inhibition, hits mostly inhibitors;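 note: 0% = full enzyme activity and -100% = no enzyme basal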
# FEN1 inhibitor: qHTS Assay for the Inhibitors of Human Flap endonuclease 1 (FEN1); P39748; Recombinant FEN1 flap cleavage, fluorescence, 15 min; Potency, µM (titrated, usually from 114 µM), without a hit: top-dose activity change, negative = inhibition, usual class: inhibitors; actives 0.35% (n = 390,000); note: nearly all actives have a fitted effect of over 65% in size
# Target sequence (P39748 whole entry, looked up): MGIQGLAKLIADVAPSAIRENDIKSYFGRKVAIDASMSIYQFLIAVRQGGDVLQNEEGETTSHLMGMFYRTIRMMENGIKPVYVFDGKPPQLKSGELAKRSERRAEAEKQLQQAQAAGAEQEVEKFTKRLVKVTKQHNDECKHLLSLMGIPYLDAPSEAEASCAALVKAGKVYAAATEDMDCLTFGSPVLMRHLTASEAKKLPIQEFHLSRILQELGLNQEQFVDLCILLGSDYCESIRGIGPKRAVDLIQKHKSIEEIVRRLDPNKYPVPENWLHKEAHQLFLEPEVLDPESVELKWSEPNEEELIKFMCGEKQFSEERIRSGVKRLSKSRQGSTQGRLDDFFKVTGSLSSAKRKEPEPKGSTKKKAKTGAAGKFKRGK
#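 Quantitative HTS format: each compound was titrated, incubated with 10 nM nuclease for 15 min at room temperature, then challenged with flap substrate at 50 nM final. Signal change over 15 min gave concentration–effect curves.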
# KAT2A inh: qHTS Assay for Inhibitors of GCN5L2; actives 0.21% (n = 390,000); AID 504327, 2011; Potency, µM (titrated, usually from 58.9 µM), without a hit: at the top dose activity change, negative = inhibition, hits mostly inhibitors; GCN5L2 HAT assay, ThioGlo1 CoA-SH fluorescence; Histone acetyltransferase KAT2A (Homo sapiens), Q92830
#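 GCN5L2 (20 nM) in 50mM HEPES pH 7.5, 0.1mM EDTA, 0.01% Tween-20 preincubated 15 min with compounds at room temperature. Reaction started with H3(1-25) 75uM, acetyl-CoA 70uM, ThioGlo1 50uM; CoA-thiol fluorescence (Ex340/Em540) read at 0 and 20 min.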
# * hit, by the source's call; ? = inconclusive; · = not tested or not shown; & = joins results of further samples; [ ] = another dose, or the depositor's remark. Calls come from the whole dose curve; as a rule, active = well fitted curve in the direction sought with a large enough effect; inconclusive = small, poorly fitted or top-dose-only effect, or another doubt; inactive = no such curve, though single readings can be large; an effect the other way counts as inactive or inconclusive. Unless noted, % is set by controls: 0 for no effect and ±100 for the full control effect; potency is the fitted concentration of half-maximal effect.
N370S GC	FEN1 inhibitor	KAT2A inh	SMILES
·	-12%	-7%	CCCCNc1nc2c(S(=O)(=O)c3ccc(Br)cc3)nnn2c2ccsc12
4%	8%	-1%	O=C(NCCc1nc2ccccc2[nH]1)c1ccc(Br)o1
-7%	14%	1%	O=C(O)/C(=C\c1ccc(Br)cc1)NC(=O)c1cccs1
-19%	-1%	2%	CN(CC(=O)Nc1ccc(Cl)cc1)C(=O)c1ccc(S(=O)(=O)Nc2ccccc2)cc1
1%	13%	-2%	COc1ccccc1C(=O)Nc1ccc(S(=O)(=O)N2CCCCC2)cc1
-21%	6%	2%	CCc1ccc(NC(=O)[C@H](C)NC(=O)C2CCN(C(=O)[C@@H](N)Cc3ccccc3)CC2)cc1
15%	-2%	2%	Cc1ccc(C(=O)NCc2ccccn2)cc1Cl
6%	-8%	-3%	COC(=O)c1c(NC(=S)Nc2ccc(CC(=O)O)cc2)sc(C)c1C
1%	-3%	2%	S=C(NCCc1ccc(Cl)cc1)NC1CCCCC1
-19%	15%&19%	4%&-1%	Cc1ccc2oc(=O)c3cnn(CC(=O)N4CCN(c5ccccc5)CC4)c3c2c1
-8%	·	-11%	COC1=C(OC)C(=O)C(C/C=C(\C)CC/C=C(\C)CC/C=C(\C)CC/C=C(\C)CC/C=C(\C)CC/C=C(\C)CC/C=C(\C)CC/C=C(\C)CC/C=C(\C)CCC=C(C)C)=C(C)C1=O
3%	8%	-1%	Cc1nn(-c2ccccc2)c(C)c1C(=O)Oc1ccccc1
-5%	11%	-5%	Cc1nnc(NC(=O)C2CCCCC2)s1
1%	1%	0%	CS(=O)(=O)N(CC(=O)NCC1CCCO1)c1ccc(F)c(Cl)c1 (stereo not drawn)
-11%	?	-4%	Oc1c(Br)cc(/C=N/n2c(-c3ccccc3)n[nH]c2=S)c(O)c1Br

# 5 of the entries above in order of their number in N370S GC, high to low.
Structure	N370S GC
Cc1ccc(C(=O)NCc2ccccn2)cc1Cl	15%
Cc1nnc(NC(=O)C2CCCCC2)s1	-5%
O=C(O)/C(=C\c1ccc(Br)cc1)NC(=O)c1cccs1	-7%
COC1=C(OC)C(=O)C(C/C=C(\C)CC/C=C(\C)CC/C=C(\C)CC/C=C(\C)CC/C=C(\C)CC/C=C(\C)CC/C=C(\C)CC/C=C(\C)CC/C=C(\C)CCC=C(C)C)=C(C)C1=O	-8%
CCc1ccc(NC(=O)[C@H](C)NC(=O)C2CCN(C(=O)[C@@H](N)Cc3ccccc3)CC2)cc1	-21%

# New compounds follow:
N370S GC	FEN1 inhibitor	KAT2A inh	SMILES
-8%	-13%	-8%	NC(=O)C1CCN(CCS(=O)(=O)c2ccc(Cl)cc2)CC1
-5%	5%	-8%	Cc1ccc(OCC(=O)NCCNC(=O)c2cccnc2)cc1C
25%	-4%	-14%	Fc1ccc(-c2csc3ncnc(N4CCc5ccccc5C4)c23)cc1
0%	16%	?	N/C(CC(=O)Nc1ccc(F)cc1F)=N\OC(=O)c1cccs1
-12%	-4%	-5%	CN=C(Cc1ccccc1)C1=C(O)CC(C)(C)CC1=O
-3%	0%	-13%	CCn1c(SCC(=O)N2CCc3ccccc32)nnc1-c1ccco1
·	-19%	-12%	CCCCC[C@@H]1C=C(C(=O)O)[C@H](c2cccc(C)c2)N1S(=O)(=O)c1ccc(C)cc1
·	17%	5%	CCN(CC)C(=O)[C@H]1C[C@H](CC(=O)NCc2ccco2)C(=O)N2CCc3c([nH]c4cc(CCC(=O)N(C)C)ccc34)[C@]12C
-12%	-2%	2%	COc1ccccc1NS(=O)(=O)c1cccc(C(=O)NN=C2CCCC2)c1
2%	20%&0%	-5%&-2%	Cc1ccc(N2CCN(S(=O)(=O)c3ccc(-n4cnnn4)cc3)CC2)c(C)c1
2%	14%	8%	COc1ccc(CCNC(=O)C2CC(c3ccc(C(F)(F)F)cc3)=NO2)cc1 (stereo not drawn)
?	-22%	-3%	Cc1cc2oc(C(=O)NCc3ccc4c(c3)OCO4)c(C)c2cc1C
-10%	·	-6%	COc1ccccc1-c1ccc2ncnc(NCCN3CCOCC3)c2c1
2%	9%	-3%	CCn1c(SCC(=O)N/N=C/C=C\c2ccco2)nc2ccccc21
-7%	-3%	2%	COc1ccc(N2CCN(C(=O)COC(=O)Cc3c(F)cccc3Cl)CC2)cc1

# A second format for 4 compounds above.
Fc1ccc(-c2csc3ncnc(N4CCc5ccccc5C4)c23)cc1
  N370S GC: 25%; FEN1 inhibitor: -4%; KAT2A inh: -14%

N/C(CC(=O)Nc1ccc(F)cc1F)=N\OC(=O)c1cccs1
  N370S GC: 0%; FEN1 inhibitor: 16%; KAT2A inh: ?

CN=C(Cc1ccccc1)C1=C(O)CC(C)(C)CC1=O
  N370S GC: -12%; FEN1 inhibitor: -4%; KAT2A inh: -5%

CCn1c(SCC(=O)N2CCc3ccccc32)nnc1-c1ccco1
  N370S GC: -3%; FEN1 inhibitor: 0%; KAT2A inh: -13%

# Continued.
N370S GC	FEN1 inhibitor	KAT2A inh	SMILES
-2%	-7%	-2%	CC1Sc2ccc(S(=O)(=O)NCCc3ccccc3)cc2NC1=O (stereo not drawn)
-17%	8%	0%	Cc1c([N+](=O)[O-])cc(C(=O)N2CCOCC2)cc1[N+](=O)[O-]
-23%	-2%	-3%	Cn1cc([N+](=O)[O-])c(C(=O)N/N=C/c2ccncc2)n1
-3%	0%	?	CCN1CCN(CCC(=O)Nc2ccccc2C)CC1
10%	6%	-10%	CCOC(=O)CCNC(=O)c1ccccc1Br
·	1%	-6%	O=C(Nc1cccc(-c2nc3cccnc3s2)c1)c1cccc(Br)c1
0%	9%	-1%	Cc1sc2nc(SCC(=O)N(CCO)CCO)n(C3CCCCC3)c(=O)c2c1C
1%	-5%	3%	CC(C)NS(=O)(=O)c1ccc(Br)c(C(=O)OC(C)C(=O)NC2CCCCC2C)c1 (stereo not drawn)
-2%	6%	3%	CC(C)Cc1ccc(C#N)c(SCC(N)=O)n1
·	-6%	-13%	O=C(Nc1ccc(F)cc1F)N1CCN(c2ccc(Cl)c(Cl)c2)CC1
-9%	-2%	-18%	C[C@H](NC(=O)N1CCn2c1nc1ccccc12)C(=O)NC1CC1
7%	-3%	-27%	O=P(O)(O)COc1ccccc1P(=O)(c1ccccc1)c1ccccc1
4%	11%	0%	COc1ccc(NC(=O)CCS(=O)(=O)c2ccc(OC)cc2)cc1
30%	-12%	10µM*	CCc1cc(=O)oc2c3c(cc(OCC(=O)NCCCC(=O)O)c12)OC(C)(C)CC3
·	-2%	-1%	CCOc1cc(C(=O)NCc2ccc3c(c2)CCN3C(=O)CC)cc(OCC)c1OCC
-2%	-16%	-7%	Nc1c(C(=O)Nc2ccccc2)nnn1-c1ccc2c(c1)OCCO2
21%	-18%	-9%	Cc1cccn2c(=O)c(/C=C(\C#N)C(=O)NCc3ccco3)c(N3CCCCCC3)nc12
-8%	6%	1%	O=C(c1cccc(C(F)(F)F)c1)N1CCC(O)(CS(=O)(=O)Cc2ccc(Cl)cc2)CC1
12%	-12%	2%	CC1CCCCC1NC(=O)CCS(=O)(=O)c1cccc2nonc12 (stereo not drawn)
3%	-10%	-6%	CC1(C)CC(=O)C=C(Nc2ccc(F)c(Cl)c2)C1
?	-1%	-1%	O=c1cc(NCc2ccc3c(c2)OCO3)[nH]c(=O)n1-c1ccc(Cl)cc1
?	1%	-4%	COc1cccc(NC(=O)c2ccc3c(c2)N(CC(=O)N2CCCCC2)C(=O)C(C)(C)O3)c1
1%	11%	1%	CCOC(=O)CNC(=S)N(Cc1cccs1)C1CCCC1
·	21%	-15%	COc1cn(CC(=O)Nc2cc(C)ccc2C)c(CN2CCCCC2)cc1=O
4%	11%	3%	CC(C)NC(=O)CC1OC(=O)c2ccccc21 (stereo not drawn)
-12%	-1%	-7%	Cc1ccc(C(NC(=O)C(C)C)c2cc([N+](=O)[O-])c3cccnc3c2O)cc1 (stereo not drawn)
0%	5%	-7%	Cc1ccc(C(=O)NCC(=O)OCC(=O)NCC(F)(F)F)cc1
-2%	7%	1%	O=C(CCC(=O)N1CCc2ccccc2C1)NCCc1ccc(Cl)cc1
0%	5%	-9%	CCN(CC)S(=O)(=O)c1ccc(NC(=O)c2cnccn2)cc1
·	9%	2%	CC(=O)N1c2ccc(S(=O)(=O)NCCC(=O)Nc3ccc(Br)c(C)c3)cc2CC1C (stereo not drawn)

# Reformatted as labelled records: 4 of the compounds above.
canonical_smiles: CCOC(=O)CNC(=S)N(Cc1cccs1)C1CCCC1
  N370S GC: 1%	FEN1 inhibitor: 11%	KAT2A inh: 1%
canonical_smiles: COc1cn(CC(=O)Nc2cc(C)ccc2C)c(CN2CCCCC2)cc1=O
  N370S GC: ·	FEN1 inhibitor: 21%	KAT2A inh: -15%
canonical_smiles: CC(C)NC(=O)CC1OC(=O)c2ccccc21 (stereo not drawn)
  N370S GC: 4%	FEN1 inhibitor: 11%	KAT2A inh: 3%
canonical_smiles: Cc1ccc(C(NC(=O)C(C)C)c2cc([N+](=O)[O-])c3cccnc3c2O)cc1 (stereo not drawn)
  N370S GC: -12%	FEN1 inhibitor: -1%	KAT2A inh: -7%

# Next records follow.
N370S GC	FEN1 inhibitor	KAT2A inh	SMILES
16µM*	25µM*	-8%	C#CCOCCOCCOCCNc1nc(N2CCN(C(=O)CCCCCCCCCCNC(=O)[C@H]([C@@H](C)CC)n3cc(CCCCN=C(N)N)nn3)CC2)nc(N2CCN(C(=O)CCCCCCCCCCNC(=O)[C@H](CCCCN)n3cc(C)nn3)CC2)n1
·	17%	32%[activator]	Cc1ccc(-c2nnc3ccccc3c2C(=O)Nc2cccc(C(F)(F)F)c2)cc1
·	17%	-7%	Cc1ccc(-n2c(=O)[nH]c3cc(C(=O)NCc4ccccc4)ccc3c2=O)cc1
-26%	-3%	-2%	CC1CC(C)CN(C(=O)c2ccc(NS(=O)(=O)c3ccc4[nH]c(=O)[nH]c4c3)cc2)C1 (stereo not drawn)
0%	-2%	-2%	CC(NC(=O)Nc1ccc2c(c1)OCO2)c1ccncc1 (stereo not drawn)
-16%	7%	-1%	Cc1ccc(NC(=O)CSc2nnc(NC(=O)c3ccco3)s2)cc1
9%	2%	0%	CCOc1ccc(N(CC(=O)NCC(C)C)S(C)(=O)=O)cc1
-12%	2%	-3%	NC(=O)c1cc(N=Nc2c(N)[nH]n(-c3c(Cl)cc(Cl)cc3Cl)c2=O)ccc1Cl
-1%	23%	-4%	Cn1c(=O)c2c(nc(N3CCOCC3)n2CCc2ccccc2)n(C)c1=O
28%	-22%	-15%	CC(C)(C)c1cc(C(C)(C)C)cc(S(=O)(=O)CCc2ccccn2)c1
15%	-7%	-9%	O=C(CSc1nc2ccccc2o1)NCc1ccco1
6%	0%	-8%	Clc1ccc(-c2cc(CSc3cccc(Cl)c3)on2)cc1
·	-1%	-9%	CCOc1ccc(N(CC)S(=O)(=O)N2CCCC(C(=O)NCCc3ccc(OC)cc3)C2)cc1 (stereo not drawn)
-8%	3%	-2%	CC(C)=CCN1CCN(Cc2cc(CC(C)C)n[nH]2)CC1CCO (stereo not drawn)
-1%	-6%	-3%	O=C(NCc1ccccc1)C(c1ccco1)N(C(=O)c1csnn1)c1ccccc1F (stereo not drawn)
-8%	-11%	-8%	Cc1ccc(S(=O)(=O)N2CCN(CC3CC4C=CC3C4)CC2)cc1 (stereo not drawn)
-14%	1%	-14%	COc1ccccc1N1CCN(S(=O)(=O)c2ccc3c4c(cccc24)C(=O)N3)CC1
·	-11%	-13%	COc1ccc(CNC(=O)Cn2ccc(N)nc2=O)cc1
7%	-1%	-4%	O=S(=O)(NC1CCCCC1)c1ccc(Br)s1
5%	8%	-6%	Cc1ccc(C(=O)N2CCCCCC2)cc1Br
4%	·	-8%	CC1CC[C@@]2(C(=O)O)CC[C@]3(C)C(=CCC4[C@@]5(C)CCC(O)C(C)(C)C5CC[C@@]43C)C2C1C (stereo partly drawn)
-9%	-7%	0%	CCOC(=O)c1sc(NC(=O)CSc2nc3c(c(=O)n2-c2ccc(C)cc2)SCC3)c(C(=O)OCC)c1C
·	-3%	3%	CC(=O)Nc1cccc(NC(=O)CSc2nccn2C2CCCC2)c1
·	0%	3%	CCOC(=O)C1(C)C=C(Nc2ccc(OC)cc2)C(=O)N1c1ccccc1 (stereo not drawn)
-1%	1%	-5%	CN(CC(=O)NCCc1ccc(S(N)(=O)=O)cc1)S(=O)(=O)c1ccc(Br)s1
1%	-12%	2%	CN1C(=O)Cc2cc(S(=O)(=O)NCc3c(F)cccc3Cl)ccc21
9%	-3%	-5%	CCCOC(=O)c1ccc(Oc2cn[nH]c2-c2ccc(O)cc2O)cc1

# Screening data: PubChem, National Center for Advancing Translational Sciences (NCATS)
